# Screening data deposited in PubChem BioAssay by several laboratories.
# PolyA inhibitor: polyadenylation inhibitors in yeast reporter cells, primary screen, luminescence, S. cerevisiae | S. cerevisiae SKY197-pL101 polyadenylation reporter, beta-gal luminescence; efflux-impaired pdr1/pdr3 knockout yeast; score 100 = 6 SD above DMSO | calls only at 12 µM | 300,000 tested, 0.02% active;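 active = lowest replicate activity score at least 50, where 100 means six control SD above control mean; inconclusive = lowest score under 50 but half or more replicates reach 50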;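 also: yeast exposed to compound for 9 h at 30 °C; higher score means more reporter readthrough which indicates perturbed polyadenylation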
# HSP90 inh: HSP90 inhibitors, primary screen, cell lysate, luminescence. 290,000 tested, 0.91% active. Rabbit reticulocyte lysate, luciferase refolding luminescence, 3 h. Heat shock protein HSP 90 (rabbit reticulocyte lysate; luciferase refolding). inhibition, % at 5.6 µM. AID 1789, 2009;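 active = inhibition above the screen-wide mean plus 3 SD, computed separately per campaign, cut at about 16% in these data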;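 also: 0% = DMSO wells and 100% = 60 µM geldanamycin wells; inhibitors lower the luminescence because luciferase stays unfolded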
# DYRK1A inh: rat Dyrk1A kinase inhibitors, primary screen, biochemical, single point, plate reader; ADP-Glo luminescence, NFATc1 peptide; Dual specificity tyrosine-phosphorylation-regulated kinase 1A (Rattus norvegicus), Q63470; inhibition, % at 12.5 µM; 310,000 tested, 0.43% active; AID 504441, 2011; in the data active = inhibition above about 50%;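 also: plate controls were vehicle with enzyme for no effect and no enzyme for full effect; many of its hits are not listed in these tables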
# AI-2 QS modul: Vibrio harveyi AI-2 quorum sensing modulators, primary screen, JMH597 strain, luminescence/OD600 ratio; Vibrio harveyi JMH597 AI-2 luminescence/OD600 ratio, 9 h; stronger effect = lower value; strain lacks LuxN and CqsS sensors; 0 = neutral-control median; activity change, % at 7.5 µM; 300,000 tested, 0.4% active; AID 2094, 2009; in the data active = activity change below about -75%, passing the limit was not always enough; inconclusive = no clear call, values can overlap the other calls;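 also: luminescence divided by OD600 gain over 9 h not by final OD600 alone; inactives centre near 13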
# Platelet DG rel: inhibitors of platelet dense granule secretion, primary screen, cell-based, MLPCN, human platelets; human platelet-rich plasma, SFLLRN dense granule ATP release, luminescence; AID 1663, 2009; inhibition, %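 (compounds screened at 7.5 µM in platelet-rich plasma)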; 300,000 tested, 0.22% active;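 active = mean replicate score, as percent of positive control, at or above 50; inconclusive = mean below 50 but at least one replicate at or above 50; inactive = mean and every replicate below 50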
# HSF1 inhib: HSF1 inhibitors in luciferase reporter cells, primary screen, cell-based, NIH3T3, luminescence; 300,000 tested, 0.77% active; NIH3T3-HGL HSE-luciferase, MG132-induced, luminescence 8 h; stronger effect = lower value; activity change, negative = inhibition, % at 7.5 µM (by protocol);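 active = more than half of replicate wells show activity change below -50%, luminescence cut by over half; inconclusive = some wells, but at most half, below -50%; inactive = no replicate well below -50%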;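 also: luciferase reports HSF-1 transcriptional activity via heat shock element; 0% = median of DMSO wells and -100% = zero luminescence signal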
# GSK3A inh: blockers of GSK3A enzyme activity – biochemical, luminescence, cell-free homogeneous, HTS, primary screen. Glycogen synthase kinase-3 alpha (Homo sapiens), P49840. GSK-3 alpha kinase, ADP-Glo luminescence, 60 min. inhibition, % at 10 µM. 320,000 tested, 0.1% active. AID 2650, 2010;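 in the data active = inhibition above about 50%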;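 also: GST-tagged GSK-3 alpha with peptide substrate and 25 µM ATP; 0% = DMSO neutral wells and 100% = GW8510 positive control wells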
# Target sequence (P49840 whole entry, looked up): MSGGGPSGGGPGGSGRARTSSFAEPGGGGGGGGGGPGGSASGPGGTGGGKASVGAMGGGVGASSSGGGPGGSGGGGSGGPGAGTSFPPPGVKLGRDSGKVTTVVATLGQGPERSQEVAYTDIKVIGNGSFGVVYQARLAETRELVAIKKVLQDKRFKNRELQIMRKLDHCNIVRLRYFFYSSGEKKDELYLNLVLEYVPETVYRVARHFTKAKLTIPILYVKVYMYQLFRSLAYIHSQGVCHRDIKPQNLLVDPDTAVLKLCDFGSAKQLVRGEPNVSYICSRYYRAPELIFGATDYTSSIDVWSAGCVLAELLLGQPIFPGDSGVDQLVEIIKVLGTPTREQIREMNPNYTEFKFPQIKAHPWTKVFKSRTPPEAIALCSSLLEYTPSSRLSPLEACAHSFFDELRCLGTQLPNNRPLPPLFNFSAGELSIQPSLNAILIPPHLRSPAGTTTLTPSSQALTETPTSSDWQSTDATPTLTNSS
# GSK3beta inhib: human GSK3beta kinase inhibitors, primary screen, biochemical, cell-free homogeneous, HTS; GST-GSK3beta kinase, ADP-Glo luminescence, 60 min; stronger effect = lower value; activity score (negative = inhibition), % at 10 µM; 300,000 tested, 0.038% active;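 active = more than half of replicate wells score below -50%, meaning over 50% inhibition versus plate controls; inconclusive = some replicates but at most half score below -50%; inactive = no replicate scores below -50%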;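 also: 0% = median DMSO wells and -100% = median GW8510 positive control wells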
#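 Test system: GST-tagged human GSK3beta kinase, cell-free; evaluation: activity score scaled between in-plate DMSO and GW8510 controls; measured by: ADP-Glo luminescence; incubation: 60 min reaction, RT; benchmarks: DMSO and 20 µM GW8510; reagent: peptide substrate plus 25 µM ATP (final); medium: Tris/MgCl2 kinase buffer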
# HSF-1 act: HSF-1 activators, primary screen, NIH3T3-HGL cells, MG132 stress, luminescence, single point; 300,000 tested, 1.7% active; NIH3T3-HGL HSF-1 luciferase reporter, 8 h; 100% = twice DMSO control signal; activation, % at 9 µM; AID 504408, 2011;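 active = mean replicate activation of at least 50% with a set share of replicates each reaching 50%; inconclusive = only one of those two conditions met; inactive = mean below 50% and too few replicates reaching it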;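 also: 0% = median of the neutral control wells and 100% = twice that signal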
# HDAC3 inh: HDAC3 deacetylase inhibitors, primary screen, biochemical, fluorescence, cell-free homogeneous; inhibition, % at 8.3 µM; Histone deacetylase 3 (Homo sapiens), O15379; 320,000 tested, 0.15% active; recombinant HDAC3, fluorogenic peptide/trypsin coupled; AID 2718, 2010; in the data active = inhibition above about 26%, passing the limit was not always enough; inconclusive = no clear call, values can overlap the other calls
# Target sequence (O15379 whole entry, looked up): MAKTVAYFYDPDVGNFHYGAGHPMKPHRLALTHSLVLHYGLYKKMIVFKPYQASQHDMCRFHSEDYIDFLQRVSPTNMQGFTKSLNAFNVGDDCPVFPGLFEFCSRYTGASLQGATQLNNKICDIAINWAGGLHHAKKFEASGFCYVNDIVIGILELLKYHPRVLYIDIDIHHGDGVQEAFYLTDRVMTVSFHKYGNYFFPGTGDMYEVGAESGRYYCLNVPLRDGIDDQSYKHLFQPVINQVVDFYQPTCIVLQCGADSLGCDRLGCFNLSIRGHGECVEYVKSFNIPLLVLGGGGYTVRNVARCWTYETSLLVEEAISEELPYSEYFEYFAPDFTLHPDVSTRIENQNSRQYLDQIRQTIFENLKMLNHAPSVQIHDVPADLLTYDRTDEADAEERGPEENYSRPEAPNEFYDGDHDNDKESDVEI
# * = called active by the depositor; i = inactive; ? = inconclusive; · = no result given. The list is partial, so the mix of outcomes need not match the whole.
SMILES,PolyA inhibitor,HSP90 inh,DYRK1A inh,AI-2 QS modul,Platelet DG rel,HSF1 inhib,GSK3A inh,GSK3beta inhib,HSF-1 act,HDAC3 inh
Cc1ccc(/C=C2/SC(=S)N(CCC(=O)NCCCN3CCOCC3)C2=O)cc1,i,-1.1,4.4,37.4,-4.5,5.4,-0.8,0.0,11.4,0.1
COC(=O)c1ccc(N2CCN(S(=O)(=O)c3ccc4ccccc4c3)CC2)c([N+](=O)[O-])c1,i,1.8,2.7,17.4,-1.2,7.8,-1.8,-5.4,7.8,4.4
COc1ccc(CNCC(O)COCc2cccs2)cc1 (centres undefined),i,-1.7,1.8,2.3,1.0,0.2,-3.3,-5.9,4.2,1.2
COc1cc2c(cc1OC)C(c1cccc(Cl)c1Cl)CC(=O)N2 (centres undefined),i,2.7,-1.7,8.1,3.6,-3.9,-0.4,0.9,-3.4,6.7
CCCCN(C(=O)c1ccc(N(C)S(=O)(=O)c2ccc(C)cc2)cc1)c1c(N)n(CCC)c(=O)[nH]c1=O,i,2.6,-8.7,-1.2,17.2,-7.6,-1.5,0.8,-8.5,-1.2
Cc1nn(C(C)C)c(C)c1CN1CCC(C(=O)Nc2cccc(-c3cccc(F)c3)c2)CC1,i,-5.2,1.7,1.9,8.3,0.1,3.2,-0.2,4.7,-7.2
CCCn1c(=N)n(CCOc2ccc(OC)cc2)c2ccccc21,i,1.5,-4.9,26.9,·,1.2,-17.3,-4.2,23.4,-4.0
O=C(O)c1cccc(N2C(=O)CSC2=S)c1,i,-5.2,-3.6,-29.1,-0.3,-7.8,-2.6,-1.4,4.0,-0.3
O=C(CSCc1ccccc1Cl)NN1C(=O)c2ccccc2C1=O,i,2.6,·,11.0,7.4,-4.8,-2.6,-2.3,-21.5,3.3
Cc1ccc(C)c(NS(=O)(=O)c2cc(C(=O)Nc3ccccc3-c3ccccc3)ccc2C)c1,i,5.7,-1.9,33.2,9.4,7.7,-2.8,-0.8,9.7,-0.8
O=C(CSc1nncs1)N1CCN(C(=O)c2ccco2)CC1,i,·,-6.6,14.0,0.3,-4.6,-1.0,1.6,9.2,0.8
CCn1cc(C(=O)Nc2sc(C)c(C)c2C(=O)OC)cn1,i,3.0,1.7,7.9,-6.3,-6.3,-2.9,-2.5,-13.0,-2.9
COc1cc(C(=O)Nc2ccccc2C(=O)Nc2ccccn2)cc(OC)c1OC,i,-1.3,4.7,20.6,8.5,-16.3,-1.8,3.8,-10.8,4.6
O=S(=O)(/N=C(/Nc1ccc(F)cc1F)c1ccccc1)c1ccc(Br)cc1,i,-1.4,·,7.9,10.1,-31.5,2.2,1.5,-41.0,-1.3
Cc1nc(SCC(=O)Nc2nc3ccccc3s2)c(C#N)c(C)c1C,i,67.9*,4.1,3.8,10.8,-92.1*,-2.6,2.3,-93.9,13.9
O=C1CCCCN1CC(=O)N1CCCC(N2CCN(c3ccccc3F)CC2)C1 (centres undefined),i,3.8,-3.4,21.9,-6.4,-8.3,0.1,2.7,2.6,?
Cc1ccc(S(=O)(=O)NCCN2CCOCC2)s1,i,-1.6,-4.8,8.4,1.8,0.1,0.6,5.7,18.5,0.6
COc1ccc(OCc2cc(C(=O)NC(C)c3cnn(C)c3)no2)c(Cl)c1 (centres undefined),i,-7.4,-2.2,20.1,-7.0,18.9,0.9,2.8,21.2,-3.0
CCNC(=O)COc1ccc(/C=C2\COc3ccccc3C2=O)cc1OC,·,-1.9,-12.2,·,-3.6,4.8,0.4,·,36.2,-2.6
Cc1cc(N/N=C/c2ccccc2O)c2ccccc2n1,·,8.4,14.2,1.9,-13.5,18.8,0.5,-0.1,37.9,3.5
Cc1ccc(C)c(CSCc2nc3ccccc3[nH]2)c1,i,3.8,3.0,34.8,3.1,6.3,-1.9,-2.1,-3.3,4.2
O=C(CCc1nnc(-c2ccc3c(c2)OCO3)o1)NC(c1cccnc1)C(F)(F)F (centres undefined),i,-0.8,11.9,6.4,-9.1,·,14.2,-0.4,·,1.8
Cc1cccc(OCC(=O)N/N=C/c2ccc3c(c2)OCO3)c1,i,-0.2,-4.3,15.3,4.2,1.8,-2.2,-4.6,-9.3,-5.2
COc1ccc(Br)cc1/C=C/c1ccc2cccc(O)c2n1,i,-0.9,-1.4,11.9,7.3,-7.1,0.4,-3.0,-4.5,4.7
COCCn1c(-c2ccc(NC(C)=O)cc2)nc2c1c(=O)[nH]c(=O)n2CC(C)C,i,-4.2,3.4,57.2,-10.9,-2.0,2.5,0.3,3.1,-26.9
CCOC(=O)C[C@H]1c2ccc(C(F)(F)F)cc2S(=O)(=O)N1c1ccccc1,i,·,1.6,17.1,-1.7,6.9,-1.5,3.2,-1.5,5.4
COC(=O)[C@@H]1Cc2c([nH]c3ccccc23)C2CCC(=O)N21 (some centres undefined),·,2.7,1.2,17.1,-2.8,2.8,3.1,-26.5,5.1,-5.0
O=C(O)C=C1CCN(c2ncc(C(F)(F)F)cc2Cl)CC1,i,3.4,-1.1,3.2,-1.1,15.1,-0.7,4.9,37.9,6.2
CC(C)Cn1c(N)c(C(=O)COC(=O)CCNS(=O)(=O)c2ccccc2)c(=O)n(C)c1=O,i,·,8.9,19.2,4.8,3.8,0.1,0.0,-4.9,2.4
COc1cccc2c(=O)c(SC(F)(F)C(F)C(F)(F)F)c(C)[nH]c12 (centres undefined),i,-1.2,3.6,6.7,-0.7,1.3,-0.8,-2.7,13.9,-27.4
Cc1ccc(NS(=O)(=O)c2ccc3c(c2)n(C)c(=O)n3C)c(C)c1,i,-1.9,6.3,28.0,-1.8,-4.9,-3.4,3.1,-14.6,0.2
COc1ccccc1CNC(=O)COC(=O)c1ccc(C)c(S(=O)(=O)N2CCCCC2)c1,i,1.5,-2.7,15.9,-3.1,2.4,-1.6,-0.8,-7.5,1.8
CCc1cccc(CC)c1NC(=O)Cn1c(-c2ccccc2Cl)nc2ccccc21,i,-0.9,-1.2,18.6,-12.7,13.2,-0.7,-0.8,13.6,-1.6
Cc1ccc(O)c(-c2cc(-c3ccc(F)cc3)no2)c1,i,-2.9,-1.4,-45.9,17.7,5.6,-4.0,-2.5,19.6,-7.9
Cc1ccccc1CCN(C(=O)c1csnn1)C(C(=O)NC1CCCC1)c1ccco1 (centres undefined),i,-2.2,-3.7,15.0,3.6,12.0,-1.6,-1.5,10.1,-17.5
CCOC(=O)CNC(=O)CSc1nnc(SCC(=O)NCC(=O)OCC)s1,i,-0.2,4.1,13.4,9.5,8.4,3.1,-2.7,18.6,-8.2
COc1ccccc1-c1ccc(SCC(=O)N2CCOCC2)nn1,i,1.9,·,18.3,-1.5,7.6,-0.4,0.2,4.8,-2.0
CC(C)(C)c1ccc(C(=O)NCCn2c(N)c(C#N)c3nc4ccccc4nc32)cc1,i,2.1,2.4,18.9,-1.2,-1.9,-1.9,-0.7,27.2,-17.0
O=S(=O)(c1cccc(F)c1)N1CCN(Cc2ccc3c(c2)OCO3)CC1,i,-1.9,-6.4,22.1,0.3,0.3,-2.3,-2.3,-1.5,-5.9
CCn1ncc(C(=O)Nc2cccc(Cl)c2)c1C,i,-7.1,13.3,6.0,10.6,22.7,0.3,-1.3,62.0*,-2.0
COc1ccccc1/C=C/CN1CCC(n2nccc2NC(=O)CCc2ccccc2)CC1,i,1.8,-0.3,18.7,-19.5,3.3,-1.5,-4.7,-4.4,1.6
O=C(CSc1ccccn1)c1ccc(F)cc1,i,3.8,-2.0,8.1,-6.4,12.1,-4.7,2.0,13.2,19.7
O=C(Nc1cccnc1)C12CC3CC(CC(C3)C1)C2,i,-2.2,-3.2,23.4,-2.6,1.7,-1.7,0.1,-18.0,-2.6
CO/N=C/C(=N\Nc1ccccc1)C(=O)c1ccccc1,i,-2.5,-0.2,-8.5,8.1,1.3,3.1,-1.2,-13.1,6.4
O=C(Nc1ccccc1)N1CCCC1,i,6.6,-3.2,16.1,4.8,-18.4,-1.9,-2.5,-7.9,-1.1
COc1ccc(S(=O)(=O)NCc2ccccn2)c(C)c1C,i,-0.2,3.7,·,12.9,-6.7,-1.1,·,-1.7,-8.3
CC(=O)N1CCc2cc(S(=O)(=O)CCC(=O)Nc3c(C)n(C)n(-c4ccccc4)c3=O)ccc21,i,-1.2,5.4,20.5,6.8,-4.3,1.5,0.5,1.0,0.8
O=C(NNC(=O)C1CCN(c2ncccn2)CC1)c1ccc(Cl)cc1,i,2.6,-0.5,24.1,0.2,-7.9,-2.4,2.0,2.6,-3.7
CCCc1nn2c(=O)cc(COc3ccc(NC(=O)c4ccco4)cc3)nc2s1,i,-0.8,2.4,6.8,4.3,2.2,1.0,6.0,-11.2,0.3
O=c1[nH]c2ccccc2c(=O)n1Cc1ccccc1,i,3.3,-2.3,28.4,-2.9,3.8,-1.2,1.8,42.1,-6.4

# The list goes on.
SMILES,PolyA inhibitor,HSP90 inh,DYRK1A inh,AI-2 QS modul,Platelet DG rel,HSF1 inhib,GSK3A inh,GSK3beta inhib,HSF-1 act,HDAC3 inh
COc1ccccc1C1NC(=O)CCC1[N+](=O)[O-] (centres undefined),i,4.3,-0.8,2.4,-6.0,-47.0,-0.6,2.2,-56.1,-0.6
COc1ccc(N2CC(C(=O)N3CCC4(CC3)CC(=O)c3ccccc3O4)CC2=O)cc1 (centres undefined),i,·,0.3,12.2,10.8,-2.8,-0.8,2.7,-3.6,-2.0
CC(=O)Nc1ccc(/C=C2\CCc3ccccc3C2=O)cc1,i,6.5,·,9.8,3.6,-26.2,0.1,-1.0,-22.3,7.5
Cc1ccc(C)c(Cn2nnc3c(=O)[nH]c(C4CCCN(C(=O)CC(C)C)C4)nc32)c1 (centres undefined),i,-4.9,-8.0,14.1,11.9,-1.0,-0.6,-5.0,-0.8,-2.0
